# Screening data (PubChem BioAssay)
# Imprint erasure = qHTS Assay for Compounds that Induce Erasure of Genomic Imprints. 110,000 tested, 0.02% active. Potency, µM (top dose mostly 60.7 µM), for the others: at the top dose activity change, positive = activation, most hits filed as activators. mouse ES Peg3-LacZ reporter, beta-gal luminescence, 40 h;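 note: 0% = negative control wells on the plate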
#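 Imprint erasure is scored as LacZ activity from the silenced maternal Peg3 allele in feeder-free female ES cells cultured 40 h with LIF. Luminescence is normalized to in-plate negative controls and fitted to the Hill equation.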
# p53ts 39C kill = qHTS Screen for Compounds that Selectively Target Cancer Cells with p53 Mutations: Cytotoxicity of p53ts Cells at the Nonpermissive Temperature; H1299-p53A138V viability at 39C, ATP luminescence, 24 h; Potency, µM (top dose mostly 46.1 µM), for the others: at the highest dose activity change, negative = cell killing, usual class: cytotoxic; 130,000 tested, 1.5% active; AID 902, 2007; note: nearly all actives have a fitted effect of over 55% in size
# IkB signaling = IkB Signaling; ABC-DLBCL IkBa-CBG/CBR dual luciferase ratio, 4 h; response scale: scaled: untreated 0%, proteasome inhibitor 100%; Potency, µM (highest dose often 57.1 µM), for inactives: at the highest dose IkBa stabilization activation; 110,000 tested, 0.04% active; AID 445, 2006; active = well fitted curve in the direction sought with a large enough effect in the signal ratio, not every such curve was filed as active; inconclusive = small, poorly fitted or top-dose-only effect, or a change in a side signal; the % refers to the signal ratio;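 note: the direction sought is a rising ratio; 0% = basal untreated cells and 100% = reference inhibitor full response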
#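 In this assay, an IκBα–CBG68 fusion accumulates when IKK-driven degradation is blocked; native CBR normalizes for cell number. OCI-Ly3 cells were treated 4 h with compound and doxycycline, then green and red light read after Chroma-Glo addition.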
# p53ts 32C tox = qHTS Screen for Compounds that Selectively Target Cancer Cells with p53 Mutations: Cytotoxicity of p53ts Cells at the Permissive Temperature; AID 924, 2007; H1299-p53A138V at 32C, ATP luminescence viability, 24 h; 130,000 tested, 0.93% active; Potency, µM (highest dose often 46.1 µM), for inactives: at the top dose activity change, negative = cytotoxicity, actives largely listed as cytotoxic;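 note: 0% = DMSO and -100% = full killing by reference compound; nearly all actives have a fitted effect of over 55% in size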
#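 H1299-p53 A138V cells (temperature-sensitive p53) exposed 24 h to up to 46 uM compound at 32C, where p53 is wild-type in conformation. Viability read as ATP luminescence and normalised to DMSO and 100 uM tamoxifen. AC50 fitted with the Hill equation.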
# Active calls of the source: *; ? = inconclusive; · = no result given; [ ] = dose if it differs, or a comment. Unless noted, calls come from the whole dose curve; as a rule, active = well fitted curve in the direction sought with a large enough effect; inconclusive = small, poorly fitted or top-dose-only effect, or another doubt; inactive = no such curve, though single readings can be large; an effect the other way counts as inactive or inconclusive. Unless noted, % is set by controls: 0 for no effect and ±100 for the full control effect; potency is the fitted concentration of half-maximal effect.
# The line under a structure holds: Imprint erasure | p53ts 39C kill | IkB signaling | p53ts 32C tox
CCOC(=O)C(C(=O)Nc1ccccc1)C1CCCCC1 (configuration not stated)
→ -13% | -2% | 2.6% | 0%
CC(=O)c1cccc(-n2c(CCC(=O)O)ccc2-c2cccs2)c1
→ -16% | 10% | 6.0% | 7%
COc1cccc(CNC(=O)Cn2c(=O)ccc3cc(S(=O)(=O)N4CCCC4)ccc32)c1
→ -12%[10.9 µM] | -17% | -1.3% | -6%
COc1ccc(Nc2cc(C(=O)NCCCN(C)Cc3ccccc3)c3ccccc3n2)c(OC)c1
→ -23%[10.9 µM] | ? | ? | -1%
Cc1ccc2c(=O)cc(C(=O)N(Cc3ccccc3Cl)C3CCS(=O)(=O)C3)oc2c1 (configuration not stated)
→ -14%[10.9 µM] | 5% | -0.4% | 2%
Cn1c(=O)c2c(nc(CN3CCOCC3)n2CCCc2ccccc2)n(C)c1=O
→ -7% | -7% | 0.2% | -9%
COC(=O)c1cnc(N2CCN(c3ccccc3OC)CC2)c2ccccc12
→ 2%[10.9 µM] | -4% | ? | 8%
Cc1ccc(-c2nnc(SCC(=O)N3CCCc4ccccc43)o2)cc1
→ -3%[10.9 µM] | -26% | ? | -11%
O=C1C2C3C=CC(C3)C2C(=O)N1Cc1cccnc1 (configuration not stated)
→ -9% | -2% | -0.2% | -3%
CC(C)Sc1ncc(Cl)c(C(=O)N(Cc2ccc(N(C)C)cc2)C2CCS(=O)(=O)C2)n1 (configuration not stated)
→ -8%[10.9 µM] | -28% | ? | 8%
CCOc1ccc(NC(=O)CN(c2ccc(C)cc2)S(=O)(=O)c2cccs2)cc1
→ 26%[10.9 µM] | -4% | -0.5% | 2%
CC1=C/C(=N\OS(=O)(=O)c2ccccc2)C=CC1=O
→ · | ? | · | ?
COc1ccccc1-c1cc(NCc2cccs2)ncn1
→ -21% | -11% | -1.4%[11.4 µM] | -10%
CCCn1c(=O)c2ccccc2n2c(SCc3c(C(=O)OCC)oc4ccccc34)nnc12
→ 2% | 32%[activator] | ? | 18%
COc1ccc(NC(=O)C2=C(C)Nc3nc(SCc4ccc(C)cc4C)nn3C2c2cccc(OC)c2OC)cc1 (configuration not stated)
→ 16%[10.9 µM] | -28% | -2.4% | 3%
COc1ccc2nc(NCc3ccccc3)[nH]c2c1
→ -26% | ? | 3.3% | ?
COc1ccc(CC(NC(C)=O)C(=O)NC2CCN(C(=O)NCc3ccccc3)CC2)cc1 (configuration not stated)
→ 4% | -1% | -3.6% | -2%
O=C(Nc1c(C(=O)c2ccccc2)oc2ccccc12)c1ccc(F)cc1
→ -5%[10.9 µM] | -2% | -1.4% | 4%
O=C(c1cnn(-c2ccc(F)cc2)c1-n1cccc1)N1CCN(c2ccc(F)cc2)CC1
→ 3%[10.9 µM] | -13% | -2.2% | -2%
COc1ccc(C2=C(Nc3ccc(C)cc3C)c3ccccc3C2=O)cc1
→ -5%[10.9 µM] | -17% | ? | 17%

# Compound profiles (already shown).
# Results for CCCn1c(=O)c2ccccc2n2c(SCc3c(C(=O)OCC)oc4ccccc34)nnc12 → Imprint erasure = 2%; p53ts 39C kill = 32%[activator]; IkB signaling = ?; p53ts 32C tox = 18%
# Results for O=C(Nc1c(C(=O)c2ccccc2)oc2ccccc12)c1ccc(F)cc1 → Imprint erasure = -5%[10.9 µM]; p53ts 39C kill = -2%; IkB signaling = -1.4%; p53ts 32C tox = 4%
# Results for Cc1ccc2c(=O)cc(C(=O)N(Cc3ccccc3Cl)C3CCS(=O)(=O)C3)oc2c1 (configuration not stated) → Imprint erasure = -14%[10.9 µM]; p53ts 39C kill = 5%; IkB signaling = -0.4%; p53ts 32C tox = 2%

# Next section
# The line under a structure holds: Imprint erasure | p53ts 39C kill | IkB signaling | p53ts 32C tox
O=C(NCCN1CCN(c2cccc(Cl)c2)CC1)Nc1ccccc1
→ -8%[10.9 µM] | -2% | 2.5% | -9%
CC(C)(C)SCCNS(=O)(=O)c1ccccc1
→ -12% | 6% | -2.6% | -7%
CCc1ccccc1NC(=O)CN(c1cc(C(F)(F)F)ccc1Cl)S(=O)(=O)c1ccccc1
→ -19%[10.9 µM] | 9% | 5.7% | 3%
CCC(=O)Nc1nnc(CCc2ccccc2)s1
→ · | 9% | · | 3%
O=C(Cn1c(=O)c2ccccc2n(CC(=O)Nc2ccc(Cl)cc2)c1=O)NCCc1ccccc1
→ 5%[10.9 µM] | -15% | ? | ?
O=C(O)c1[nH]c(=O)[nH]c(=O)c1CN1CCCCC1
→ -4%[10.9 µM] | -3%[9.22 µM] | 1.5%[11.4 µM] | -7%[9.22 µM]
Cc1ccc(CCNC(=O)CN2CCN(Cc3ccc(Cl)cc3)C2=O)cc1
→ -8%[10.9 µM] | -15% | -4.4% | -3%
CC1(C)CC(=O)c2cc(-c3nc(-c4ccc(F)cc4)cs3)c(=O)[nH]c2C1
→ 7%[10.9 µM] | 21% | 2.0% | 13%
CCOc1cc(CNC(=O)c2sc3ncnc(N(C)C4CCCCC4)c3c2C)ccc1OC
→ -14%[10.9 µM] | -6% | -1.2% | 13%
CSc1nc2c([nH]c3ccccc32)c(=O)n1-c1ccc(C)cc1
→ -5%[10.9 µM] | -17% | -3.4% | 5%
Cc1c(Cc2ccccc2)c(=O)oc2cc(OCc3nn[nH]n3)ccc12
→ 13% | 7% | 6.6% | -3%
COC(=O)c1[nH]c2cc(C)ccc2c1NC(=O)CN1CCN(C(=O)c2ccco2)CC1
→ -9% | -1% | 8.2% | 2%
Cc1cc(NC(=O)CSc2nc(-c3ccco3)cc(C(F)(F)F)n2)no1
→ -28% | ? | 8.4% | 6%
O=C(CSc1nc(-c2ccc(F)cc2)[nH]c1-c1ccc(F)cc1)Nc1ccc2c(c1)OCO2
→ 16%[10.9 µM] | 37%[activator] | -3.1% | -14%
CCOc1ccccc1CNC(=O)CCCN1C(=O)CCn2nc(-c3cccn3C)cc21
→ -20%[10.9 µM] | 14% | ? | 4%
COC(=O)N1CCN(c2ccc(Cl)c(Cl)c2)CC1
→ -14% | -6% | -6.6% | 3%
Cc1nc2ccccc2c2oc(C(=O)NCc3ccccn3)cc12
→ -16% | -4% | ? | 4%
CN1CCN(C(CNC(=O)C(=O)Nc2ccccc2C#N)c2ccc3c(c2)OCO3)CC1 (configuration not stated)
→ 11%[10.9 µM] | -16% | 0.3% | 1%
CCc1nnc(NC(=O)CSc2nnc(CNc3ccc(F)cc3)n2C2CCCCC2)s1
→ -1% | -12% | 1.1% | 0%
CCCCOc1ccc(CNC(=O)c2ccc(NC(=O)N3CCSc4ncccc43)cc2)cc1
→ 9%[10.9 µM] | -14% | ? | 1%
Cc1ccc(Cn2cnc3c(nnn3Cc3ccc(Cl)cc3)c2=O)cc1
→ -7% | -2% | -0.2% | -1%
O=C(CSc1nnc(-c2ccncc2)n1-c1ccc(Cl)cc1)N1CCOCC1
→ -15% | 12% | -4.6% | 16%
Cc1c(NC(=O)c2ccc(Br)o2)c(=O)n(-c2ccccc2)n1C
→ 6% | 7% | 2.3% | 2%
CCN(CC)S(=O)(=O)c1cccc(C(=O)N[C@H](C(=O)Nc2nc3ccccc3s2)C(C)C)c1
→ · | -20% | · | -9%
C=CCOc1cccc(C2C(C(=O)c3ccco3)=C(O)C(=O)N2CCN(CC)CC)c1 (configuration not stated)
→ 2% | 6% | -0.2% | -4%
COc1ccc2[nH]cc(CCNc3cc(-c4ccc(C(=O)N(C)C)cc4)ncn3)c2c1
→ -16% | -3% | -0.6%[11.4 µM] | 1%
O=C(c1cnc(N2CCCCC2)c2ccccc12)N1CCN(c2ccc(Cl)cc2)CC1
→ -11%[10.9 µM] | -5% | ? | -5%
CCOc1ccc(C(=O)NCCc2csc(-c3cccnc3)n2)cc1
→ 15%[10.9 µM] | ? | ? | ?
O=C(Cn1cc2c(n1)CCCC2)NCC1CCCO1 (configuration not stated)
→ -11% | 23% | -0.6% | 7%
COc1cc(-c2nnc(SCC(=O)N(C)C3CCCCC3)o2)cc(OC)c1OC
→ -20%[10.9 µM] | 20% | 2.5% | 9%
CCN(CC)CCCC(C)Nc1nc(C)cc(Nc2ccc3nc(C)cc(N)c3c2)n1 (configuration not stated)
→ -11% | -14% | · | 9%
Cc1ccn2c(=O)cc(COc3cccc(NC(=O)Nc4cccc(Cl)c4C)c3)nc2c1
→ -7%[10.9 µM] | 2% | ? | 10%
CCCCc1ccc2nc(NC(=O)OC)[nH]c2c1
→ -25%[16.8 µM] | -10%[20.6 µM] | ? | -12%[20.6 µM]
Cc1ccccc1C1CC(c2ccccc2OC(F)F)Nc2ncnn21 (configuration not stated)
→ -11% | -6% | 0.1% | 6%
Cc1ccccc1-c1nc(N(C)Cc2ccco2)c2ccccc2n1
→ -20% | -16% | 4.3%[11.4 µM] | 7%
CCOc1ccc(C(=O)c2oc3ccccc3c2NC(=O)c2cc(-c3ccc(C)cc3)on2)cc1
→ -6%[10.9 µM] | 27% | 1.3% | 7%
O=C(CCS(=O)(=O)c1cccc2nsnc12)NCc1ccccc1
→ -6% | -5% | -0.6% | 3%
Cc1ccc(C)c(Cn2c(C3CC(=O)N(c4ccccc4C)C3)nc3ccccc32)c1 (configuration not stated)
→ -22%[10.9 µM] | 5% | -2.2% | 4%
O=C(CN1C(=O)COc2ccc(S(=O)(=O)N3CCCC3)cc21)N1CCN(c2ccccc2F)CC1
→ 6%[10.9 µM] | 8% | ? | 10%
COc1ccc(C2C(C(=O)c3cc4cccc(OC)c4o3)=C(O)C(=O)N2CCCN(C)C)cc1OC (configuration not stated)
→ -6% | 4% | 4.0% | 1%

# Rewritten as comma-separated lines: entries from further up
mol,Imprint erasure,p53ts 39C kill,IkB signaling,p53ts 32C tox
O=C(CCS(=O)(=O)c1cccc2nsnc12)NCc1ccccc1,-6%,-5%,-0.6%,3%
Cc1ccc(C)c(Cn2c(C3CC(=O)N(c4ccccc4C)C3)nc3ccccc32)c1 (configuration not stated),-22%[10.9 µM],5%,-2.2%,4%
O=C(CN1C(=O)COc2ccc(S(=O)(=O)N3CCCC3)cc21)N1CCN(c2ccccc2F)CC1,6%[10.9 µM],8%,?,10%

# (more compounds)
# The line under a structure holds: Imprint erasure | p53ts 39C kill | IkB signaling | p53ts 32C tox
CC(C)N1CC(C(=O)Nc2ccc(Br)c(Cl)c2)CC1=O (configuration not stated)
→ 8% | 6% | -3.1% | 0%
CC1=C(C(=O)Nc2ccc(Cl)cc2)C(c2ccccc2)n2ncc(C(=O)Nc3ccccc3)c2N1 (configuration not stated)
→ -6%[10.9 µM] | -20% | 26% | -2%
O=C(Nc1ccc(Cl)cc1)c1ccc2c(c1)N(Cc1ccccc1)CCS2
→ -8%[10.9 µM] | 0% | ? | -2%
CCC(c1nnnn1Cc1ccc2c(c1)OCO2)N1CCN(c2ccc(F)cc2)CC1 (configuration not stated)
→ -17% | -8% | ? | -7%
Cc1ccc2oc(=O)c3cnn(CC(=O)N4CCN(c5ccccc5F)CC4)c3c2c1
→ -9%[10.9 µM] | -15% | ? | -25%
COc1ccc(NC(=O)c2ccc3snnc3c2)cc1OC
→ -7%[10.9 µM] | -12% | -0.9% | -15%
COc1ccc(-c2n[nH]c3c2cnc2cc(OC)c(OC)cc23)cc1
→ 5%[10.9 µM] | -2% | -0.3% | -1%
Cc1nc(N2CCOCC2)c2nc(-c3ccccc3)n(CCCN3CCCCC3C)c2n1 (configuration not stated)
→ -10% | -12% | · | -7%
COc1ccc(-c2nc3cnc(N(C)C)nc3n(C)c2=O)cc1
→ 7% | ? | -3.1%[11.4 µM] | ?
O=C(Nc1cnn(Cc2ccc(Cl)c(Cl)c2)c1)C12CC3CC(CC(C3)C1)C2
→ · | 1% | · | -3%
Oc1ccccc1-c1nnc(COc2ccccc2)o1
→ -24% | -22% | ? | -11%
Cc1n[nH]c(C)c1S(=O)(=O)N1CCCC(C(=O)Nc2nccs2)C1 (configuration not stated)
→ -6% | -7% | -1.9% | -4%

# In the list so far, 2 contain a CF3 group.
# The line under a structure holds: Imprint erasure | p53ts 39C kill | IkB signaling | p53ts 32C tox
CCc1ccccc1NC(=O)CN(c1cc(C(F)(F)F)ccc1Cl)S(=O)(=O)c1ccccc1
→ -19%[10.9 µM] | 9% | 5.7% | 3%
Cc1cc(NC(=O)CSc2nc(-c3ccco3)cc(C(F)(F)F)n2)no1
→ -28% | ? | 8.4% | 6%
